Source: PubChem
tim23-1 inh: growth inhibitors of tim23-1 mutant yeast, primary screen, luminescence, uHTS | S. cerevisiae tim23-1 growth, BacTiter-Glo luminescence, 24 h | inhibition, % at 20 µM | actives 1.3% (n = 330,000) | AID 463212, 2010;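 active = growth inhibition of the mutant yeast at or above 50%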;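 also: temperature-sensitive mutant grown at 25 °C; plate controls were DMSO-treated mutant yeast for no effect and medium wells lacking yeast for full effect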
MPTP block: mitochondrial permeability transition pore inhibitors, primary screen, biochemical, isolated mouse mitochondria, absorbance; actives 1.4% (n = 360,000); Ca2+ swelling absorbance, 30 min; inhibition, % at 10 µM; AID 602449, 2012;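 active = inhibition of 50% or more, scaled per plate between neutral and stimulator controls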;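 also: 0% = DMSO wells given calcium and 100% = 1 mM EGTA wells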
APJ ag: agonists of human apelin receptor APJ, primary screen, CHO-K1 cells, PathHunter beta-arrestin, luminescence; AID 2520, 2010; 0% DMSO wells, 100% apelin; actives 0.11% (n = 330,000); activation, % at 20 µM; P35414;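 active = activation more than six SD over the plate average, tested at 20 µM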;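 also: 0% = DMSO alone and 100% = apelin-13 at 10 nM; some results filed as inactive read as strong as hits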
Target sequence (P35414 whole entry, looked up): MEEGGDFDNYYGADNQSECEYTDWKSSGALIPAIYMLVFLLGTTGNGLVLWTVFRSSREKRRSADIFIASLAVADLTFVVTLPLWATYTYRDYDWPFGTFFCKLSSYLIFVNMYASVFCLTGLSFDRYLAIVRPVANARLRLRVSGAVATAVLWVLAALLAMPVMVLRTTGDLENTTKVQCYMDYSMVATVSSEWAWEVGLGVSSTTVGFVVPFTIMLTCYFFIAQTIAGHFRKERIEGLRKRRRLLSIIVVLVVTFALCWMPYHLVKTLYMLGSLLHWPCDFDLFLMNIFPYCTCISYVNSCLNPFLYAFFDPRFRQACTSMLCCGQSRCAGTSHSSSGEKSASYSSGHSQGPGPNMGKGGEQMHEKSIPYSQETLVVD
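system = engineered CHO-K1 APJ arrestin reporter cells | input = 1000 cells per well | timing = overnight seeding, 90 min compound at 25 °C, 1 h detection | measured by = enzyme-fragment complementation luminescence | read-out = beta-arrestin recruitment to APJ as agonist activity, luminescent signal | control set = negative DMSO alone, positive Apelin-13 at 10 nM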
NLRP3 yeast inh: NALP3 inflammasome inhibitors in reconstituted yeast, primary screen, luminescence, uHTS; Yeast reconstituted NLRP3/ASC/caspase-1, beta-gal luminescence, 24 h; AID 2825, 2010; inhibition, % at 10 µM; actives 0.39% (n = 330,000);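 active = inhibition of 50% or more; inactive = inhibition below 50%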;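 also: plate controls were induced DMSO wells for no effect and uninduced yeast grown without galactose for full effect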
tim10-1 inh: growth inhibitors of tim10-1 mutant yeast, primary screen, luminescence, uHTS | S. cerevisiae tim10-1 ts strain growth, BacTiter-Glo, 24 h | inhibition, % at 20 µM | actives 2.2% (n = 330,000) | AID 463190, 2010;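 active = inhibition of at least 40%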;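 also: mutant grown at 25 °C; 0% = DMSO wells with yeast and 100% = wells holding no yeast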
MIN6 prolif: inducers of MIN6 beta-cell proliferation, primary screen, ATP luminescence, uHTS; AID 2380, 2010; actives 0.29% (n = 330,000); MIN6 cells proliferation, ATPlite luminescence, 48 h; cells starved in 0.2% serum; 100% = growth in 10% serum; proliferation, % at 10 µM;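 active = compounds whose signal lies at least 3.5 SD above the mean of all wells on their plate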;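 also: 0% = DMSO-treated cells in low-serum medium and 100% = 10% serum control; some compounds called inactive have numbers as strong as hits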
APJ antagonist: antagonists of human apelin receptor APJ, primary screen, CHO-K1 cells, beta-arrestin complementation, luminescence | P35414 | inhibition, % at 20 µM | actives 0.32% (n = 330,000) | AID 2521, 2010;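 active = inhibition above about 40% at 20 µM, limit read from the data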;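 also: cells challenged with 10 nM apelin-13 agonist together with compound; plate controls were apelin-13 plus DMSO wells for no effect and DMSO wells lacking apelin-13 for full effect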
NR3A LBD binder: binders of NR3A ligand-binding domain, primary screen, biophysical, differential scanning fluorimetry, uHTS. Glutamate receptor ionotropic, NMDA 3A (GRIN3A) ligand-binding domain. NR3A LBD differential scanning fluorimetry, Tm shift; 0% = protein alone, 100% = glycine-bound protein. Tm shift relative to glycine control, % at 25 µM. actives 2.5% (n = 340,000);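 active = melting temperature shift of at least 10% of the positive control shift, at one fixed dose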
TIM10 inh: growth inhibitors of isogenic TIM10 control yeast, primary screen, counter-screen for tim10-1 yeast inhibitor project, luminescence, uHTS; inhibition, % at 10 µM; S. cerevisiae TIM10 strain growth, BacTiter-Glo luminescence, 24 h; actives 1.4% (n = 330,000);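 active = inhibition of 40% or more at the single tested concentration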;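 also: wild-type TIM10 isogenic control strain grown at permissive 25 °C; 0% = DMSO yeast wells and 100% = minimal medium wells without yeast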
The depositor's hits bear a star; / = no result given.

A first look:
SMILES	tim23-1 inh	MPTP block	APJ ag	NLRP3 yeast inh	tim10-1 inh	MIN6 prolif	APJ antagonist	NR3A LBD binder	TIM10 inh
O=[N+]([O-])c1ccc(N2CCN(C(=S)Nc3ccc(F)cc3F)CC2)cc1	-0.6	1.0	-1.5	23.4	-10.8	-4.2	-20.1	-6.1	-21.1
COc1ccccc1-n1cnnc1SCC(=O)N1CCOCC1	11.8	0.1	-0.5	14.6	-0.1	0.0	15.5	0.5	12.5

The list itself, previewed entries included:
SMILES	tim23-1 inh	MPTP block	APJ ag	NLRP3 yeast inh	tim10-1 inh	MIN6 prolif	APJ antagonist	NR3A LBD binder	TIM10 inh
O=[N+]([O-])c1ccc(N2CCN(C(=S)Nc3ccc(F)cc3F)CC2)cc1	-0.6	1.0	-1.5	23.4	-10.8	-4.2	-20.1	-6.1	-21.1
COc1ccccc1-n1cnnc1SCC(=O)N1CCOCC1	11.8	0.1	-0.5	14.6	-0.1	0.0	15.5	0.5	12.5
O=C(CN1C(=O)NC2(CCCCCC2)C1=O)N1CCN(c2ccccc2)CC1	0.3	-2.0	-3.6	0.8	7.0	2.1	12.6	-0.3	1.8
COc1ccc(C(=O)NNC2=NCCCCC2)cc1	-11.9	0.0	-1.9	16.7	1.8	-3.6	-1.3	-1.6	-10.3
COc1cccc(/C=N/NC(=O)c2nc(-c3ccccc3)cc(-c3ccccc3)n2)c1O	37.2	5.2	4.7	17.9	33.3	0.0	-0.5	-2.4	35.4
O=C(COC(=O)c1ccc(Br)o1)Nc1ccc(N2CCOCC2)cc1	3.2	-0.1	-2.8	6.3	2.8	-2.5	-6.0	-0.3	4.6
Cc1cc(C)cc(N(CCC#N)C(=O)CSC2=Nc3ccccc3C3CC=NN23)c1 (stereo not given)	40.7	1.4	-1.1	-7.6	27.2	-5.0	19.7	-0.4	12.2
O=C(CN1c2ccccc2Sc2ccccc21)N/N=C/c1ccccc1	-1.7	-2.5	1.9	4.7	9.6	-3.6	-4.7	4.7	7.1
CCOc1ccccc1NC(=O)CSc1nnnn1Cc1ccccc1	27.1	-3.7	-0.7	20.5	39.5	-1.4	-7.7	1.4	0.5
COc1c(C)cccc1C(=O)Nc1ccc(N2CCN(S(C)(=O)=O)CC2)cc1	9.1	1.2	-0.2	5.5	17.1	0.7	3.9	-1.6	10.4
COc1ccc(-c2nn(-c3ccccc3)cc2/C=N/O)cc1	23.6	0.5	0.3	37.2	14.8	-0.3	-19.7	-0.5	-6.8
Cc1ccc(N(CC(O)CN2CCCC2)S(=O)(=O)c2ccccc2)cc1 (stereo not given)	-16.8	-0.5	-2.8	1.9	6.3	1.4	-18.5	-1.6	-2.2
COc1ccc(NC(=O)CN(C)C(=O)c2ccccc2CCc2ccccc2)cc1	15.5	-0.8	-1.2	12.6	1.8	-2.2	-26.0	-1.8	-16.2
CC(Sc1nnc(-c2ccco2)n1N)C(=O)NC1CCCCC1C (stereo not given)	4.6	-0.1	-0.8	3.4	0.0	-4.1	14.9	-1.0	-10.1
Cc1cccc(OCC(=O)NNC(=O)c2cc(S(=O)(=O)N(C)C)ccc2N2CCCC2)c1	15.8	-0.3	-2.8	12.8	-3.6	-0.5	2.2	0.2	0.6
O=C(NC(Cc1ccccc1)C(=O)N1CCCC(C(F)(F)F)C1)c1ccccc1 (stereo not given)	38.5	-1.8	-3.2	27.9	25.2	-1.7	20.9	3.5	5.9
Cc1cc(NC(=O)C(C)SCC(=O)N(C)CC(=O)Nc2ccc(F)cc2)no1 (stereo not given)	17.2	0.1	6.1	14.1	2.5	-0.7	-4.9	-1.9	-1.2
CCC1(c2ccccc2)NC(=O)N(CC(=O)Nc2ccc3c(C)cc(=O)oc3c2)C1=O (stereo not given)	7.5	-1.2	2.2	16.5	3.0	4.9	-36.0	0.2	4.9
CSc1cccc(NC(=O)c2cc(S(=O)(=O)N3CCCCC3)c[nH]2)c1	4.8	0.3	-0.2	-4.7	7.2	-3.1	-36.1	-0.2	2.7
O=S(=O)(c1ccc(SCc2cccc(Cl)c2)nc1)N1CCCC1	25.7	-0.7	-0.6	26.0	14.6	-6.9	8.8	2.3	0.1
COC(=O)C1=C(C)N=C2SC(C#N)=C(N)N2C1c1ccc(OCc2ccccc2)cc1 (stereo not given)	16.6	-0.8	-0.3	8.9	25.5	-6.2	20.7	-0.1	3.9
CCSc1nnc(NC(=O)CSc2nc(CC)nc3c2c(=O)n(C)c(=O)n3C)s1	-7.7	66.2*	4.0	17.4	-17.8	-1.1	-14.0	14.1*	-17.4
Cc1cc(NC(=O)Nc2ccc(Cl)cc2)no1	10.0	1.9	1.3	15.5	-2.5	-4.0	-4.2	0.1	6.0
CC1=C(C(=O)OCC(C)C)C(c2cccs2)NC(=S)N1 (stereo not given)	12.7	1.1	-2.4	15.8	28.9	-5.3	6.8	-3.0	17.8
Cc1ccc(SCc2ccc(C(=O)N3CCCC3)cc2)cc1	40.2	1.8	-1.0	31.1	-16.3	-2.2	9.7	-0.2	-5.3
COc1ccc(CCN(C(=O)C(F)(F)F)C(C(=O)NC2CCCC2)c2cccs2)cc1 (stereo not given)	33.2	3.3	-3.7	9.6	32.2	-3.9	21.5	-3.5	29.3
CC(NC(=O)c1cc(S(=O)(=O)N2CCOCC2)ccc1N1CCCC1)c1ccc(Cl)c(Cl)c1 (stereo not given)	-9.3	-1.3	-6.7	23.8	-7.9	-4.0	9.9	2.4	0.0
O=[N+]([O-])c1ccc(C2(O)CN(c3ccccc3)C3=[N+]2CCS3)cc1 (stereo not given)	4.1	1.1	-2.5	27.1	15.3	-2.7	9.0	-2.8	20.0
O=C(CN1CCCc2ccccc21)NC(=O)NCc1ccco1	4.5	-1.2	-1.8	-9.0	19.7	-1.0	11.9	0.6	-32.7
Cc1ccc(-c2nn3c(C)nnc3c3ccccc23)cc1S(=O)(=O)N1CCN(CCO)CC1	16.2	0.7	0.7	23.2	44.3*	-3.3	13.9	-1.7	6.4
O=C(NNC(=O)c1cccnc1)Nc1ccc(Cl)c(Cl)c1	15.0	-0.1	0.0	8.3	-5.0	0.0	13.4	1.9	5.4
CCOC(CC(=O)NNC(=O)c1c(-c2c(Cl)cccc2Cl)noc1C)OCC	-8.8	1.0	3.2	15.3	-4.2	-3.6	-0.4	0.5	-1.0
COc1ccc(Cl)cc1NC(=O)CSc1nc2ccsc2c(=O)n1CC1CCC(C(=O)O)CC1 (stereo not given)	22.7	0.4	-2.4	5.7	10.6	-3.8	-11.2	-0.4	17.6
Cc1ccc2c(C)c(C(=O)Nc3c(C)n(C)n(-c4ccccc4)c3=O)oc2c1C	3.5	3.3	-3.7	17.3	2.0	-2.6	6.9	-6.1	-2.6
COc1ccc(N2CCN(c3nccs3)CC2)cc1	19.3	1.2	3.0	24.1	10.2	0.0	16.3	-2.2	-2.4
COc1ccc(N(CC(=O)Nc2ccccc2OC)S(=O)(=O)c2ccccc2)cc1Cl	23.7	0.6	-2.4	9.1	24.4	-3.4	27.1	-4.0	7.9
COc1ccccc1CN1CCN(Cc2nc(-c3ccc(C)cc3)oc2C)CC1	2.7	3.2	3.0	33.0	11.5	-3.5	3.9	-2.0	-4.2
Cc1ccc(CNC(=O)CSc2nc3[nH]ncc3c(=O)[nH]2)cc1	15.0	18.0	4.4	14.6	-10.2	0.0	0.8	-2.2	2.4
COC(=O)c1ccc(S(=O)(=O)N2CCN(C)CC2)n1C	-3.8	-1.2	-1.8	3.2	-11.3	0.6	-0.9	-0.6	-1.1
O=C(Nc1ccc(S(=O)(=O)Nc2nccs2)cc1)c1c(F)c(F)c(F)c(F)c1F	-0.6	0.2	8.0	14.2	7.3	-5.1	3.8	-4.1	0.9
Cc1cc2ccc3ccccc3c2cc1CN(C)C	21.6	-2.9	-1.6	7.9	36.9	-1.1	0.3	-0.6	13.2
Cc1ccc(-c2cc(-c3ccc(Cl)cc3)c(C#N)c(N)n2)o1	29.9	-3.2	-4.3	8.3	35.1	-5.7	-19.3	-0.9	16.1
COc1ccc(/C=[N+](\[O-])C2N(c3ccccc3)C(=S)SC2(C)C)cc1OC (stereo not given)	3.9	0.8	9.9	-3.0	-1.5	0.7	-28.3	1.5	-7.7
Cc1nc2c(-c3ccc(F)cc3)c(C)nn2c(C)c1CCC(=O)NC(C)CCc1ccco1 (stereo not given)	8.3	0.6	-0.7	13.7	16.4	-3.0	7.7	1.1	7.2
O=C(/C=C/c1ccc(Cl)cc1)N(c1ccccn1)C1CCCCC1	42.0	0.5	-3.9	14.4	24.8	-4.1	9.2	2.4	32.4
COc1cccc(NC(=O)CN(C)C(=O)CSc2ccc3c(c2)OCCO3)c1	12.3	-0.3	-0.7	19.2	1.7	-3.5	1.7	0.5	0.7
C/C(=N\N1CCN(c2ccccc2)CC1)c1ccncc1	17.4	-0.1	-3.0	-3.2	8.7	-2.6	8.3	-1.6	10.2
CCOC(=O)CSc1nc(C(C)(C)C)cc(C(F)(F)F)c1C#N	2.7	-1.2	-4.3	7.8	6.6	4.3	16.7	-1.9	17.8
CCn1c(SCC(=O)NCc2cccs2)nnc1-c1cccs1	25.2	-10.4	-2.2	-5.7	12.2	-1.0	-13.6	-0.2	2.4
Cn1c2ccccc2c(=O)n2c(=O)c3ccccc3cc12	10.8	/	-1.3	3.7	11.8	-1.2	1.6	/	-5.7
CC1(C)Cc2c(sc3nc(-c4cccs4)n(N)c(=O)c23)CO1	32.3	1.3	8.8	18.7	24.6	-5.8	12.9	-0.8	19.1
O=C(/C=C/c1ccco1)NC(=S)Nc1ccc(C(=O)O)cc1	14.8	0.1	-4.6	-12.6	14.9	0.8	19.7	0.8	-13.8
COc1ccc(Br)cc1/C=C/C(=O)NCC(=O)O	7.7	-0.5	-2.9	15.6	-20.0	3.5	-11.6	-0.4	-1.5
CCOC(=O)c1c(NC(=S)Nc2ccc(C)cc2)sc2c1CCC2	6.3	18.1	-8.5	16.1	0.1	0.0	7.9	-2.2	7.2
Cc1c(C(=O)Nc2ccccc2)sc2ncn(CC(=O)N3CCCCC3)c(=O)c12	-3.3	0.9	0.6	7.8	-23.3	1.2	7.0	-1.3	-29.5
COc1ccc(Nc2c3ccccc3nc3ccccc23)cc1	-0.7	11.5	-3.5	6.8	-20.0	-3.7	2.2	-2.3	-18.6
CCCN1C(=O)c2cc(C(=O)NC3CCCCCC3)ccc2C1O (stereo not given)	-1.0	0.2	0.4	-15.8	-6.3	-3.8	4.3	-0.2	-2.3
CC(C)=CCN1CCNC(=O)C1CC(=O)NCc1nc(C)c(C)s1 (stereo not given)	-5.0	1.1	2.1	5.3	-1.8	1.1	-6.2	0.2	12.2

Not a retest: entries from further up.
SMILES	tim23-1 inh	MPTP block	APJ ag	NLRP3 yeast inh	tim10-1 inh	MIN6 prolif	APJ antagonist	NR3A LBD binder	TIM10 inh
CCCN1C(=O)c2cc(C(=O)NC3CCCCCC3)ccc2C1O (stereo not given)	-1.0	0.2	0.4	-15.8	-6.3	-3.8	4.3	-0.2	-2.3
CC(C)=CCN1CCNC(=O)C1CC(=O)NCc1nc(C)c(C)s1 (stereo not given)	-5.0	1.1	2.1	5.3	-1.8	1.1	-6.2	0.2	12.2

Compounds were not picked by outcome. About 7.2% of those tested had a hit in this group.
